NCOA2 inhibitor: inhibits human steroid receptor coactivator 2 | HEK293 GAL4-SRC2 luciferase reporter, luminescence | inhibition, % at 9 µM | 0.17% of 370,000 active | AID 651957;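 active = inhibition above the mean inhibition of all tested compounds plus 3 SD, set per campaign, cut at about 52% in these data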;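 note: 0% = DMSO treated cells and 100% = cells given Gossypol at 36 µM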
NR2F2 inh: inhibitors of human COUP-TFII (NR2F2). 0.7% of 370,000 active. HEK293T NGFI-A luciferase reporter, luminescence. inhibition, % at 8.6 µM;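 active = inhibition above a per-plate cutoff, mean inhibition of test wells between control levels plus 3 SD, cut at about 38% in these data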;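 note: cells cotransfected with COUP-TFII expression vector driving the NGFI-A reporter; 0% = median of COUP-TF2 test wells and 100% = reporter-only cells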
TWEAK Fn14 block: blocks TWEAK-Fn14 interaction in a reporter cell assay; TWEAK-stimulated Fn14 reporter cells, luciferase luminescence, 8 h; inhibition, % at 10 µM; 2% of 360,000 active; in the data active = inhibition above about 50%
NR5A2 inv ag: inverse agonists of human LRH-1 (NR5A2) | HEK293T StAR-luciferase reporter, LRH-1 transfected, 24 h | O00482 | 0.13% of 360,000 active | inhibition, % at 3.6 µM | AID 602396;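 active = inhibition above the mean inhibition of all tested compounds plus 3 SD, cut at about 73% in these data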;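 note: 0% = DMSO wells and 100% = reporter-only cells lacking LRH-1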
SRC3 inh: inhibitors of human steroid receptor coactivator 3 (SRC3). Q9Y6Q9. HEK293 GAL4-SRC3 luciferase reporter, luminescence. inhibition, % at 3.6 µM. 0.17% of 360,000 active. AID 588352;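 active = inhibition above a per-campaign cutoff, the mean of all compounds plus 3 SD, cut at about 60% in these data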;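 note: 0% = DMSO-treated cells and 100% = gossypol-treated cells at 36 µM; higher means less SRC3-driven luciferase light from the GAL4 reporter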
LMP1 NFkB inh: inhibitors of Epstein-Barr LMP1-induced NF-kappaB reporter; LMP1-induced NF-kappaB luciferase reporter cells, luminescence; inhibition, % at 12.5 µM; 0.69% of 350,000 active; AID 504558; in the data active = inhibition above about 41%;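 note: 0% = neutral control wells and 100% = reference inhibitor control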
SRC1 inh: human NCOA1 inhibition; Q15788; inhibition, % at 3.6 µM; HEK293 GAL4-SRC1 luciferase reporter, luminescence; 0.12% of 360,000 active;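 active = inhibition above the campaign mean plus 3 SD, with each screening campaign given its own cutoff, cut at about 60% in these data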;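 note: 0% = DMSO treated cells and 100% = gossypol at 36 µM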
NOD2 RIPK2 PPI: blocks binding of human NOD2 to RIPK2; O43353; CHO BLA complementation NOD2-RIPK2, CCF4 ratio; inhibition, % at 4.98 µM; 0.38% of 360,000 active; AID 624267; in the data active = inhibition above about 21%;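 note: 0% = vehicle only and 100% = reference blocker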
TROY NFkB inh: blocks TROY-dependent signaling in reporter cells; Q293 LMP1-TROYcd NF-kB luciferase reporter, 4 h; inhibition, % at 10 µM; 0.98% of 360,000 active; AID 1347056;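 active = compounds whose plate-normalised and pattern-corrected inhibition of the luciferase reporter signal at the single screening dose is 50% or more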
C8 TRAIL sens: caspase-8 TRAIL sensitization | NB7+C8 cells + TRAIL, ATPlite viability luminescence | inhibition (viability loss, TRAIL sensitization), % at 10 µM | 1% of 360,000 active | AID 624354;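 active = compounds causing at least 50% loss of cell viability in the single-dose screen, relative to plate controls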
TLR9-MyD88 inh: inhibitors of human TLR9-MyD88 binding; CHO BLA complementation TLR9-MyD88, CCF4 FRET ratio; inhibition, % at 4.98 µM; 0.21% of 340,000 active; AID 504734;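 active = inhibition above the mean over all tested compounds plus 3 SD, cut at about 21% in these data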;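 note: 0% = DMSO only wells and 100% = clavulanate BLA inhibitor control wells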
The depositor's hits bear a star; . = not tested or not shown.

SMILES	NCOA2 inhibitor	NR2F2 inh	TWEAK Fn14 block	NR5A2 inv ag	SRC3 inh	LMP1 NFkB inh	SRC1 inh	NOD2 RIPK2 PPI	TROY NFkB inh	C8 TRAIL sens	TLR9-MyD88 inh
COc1ccc(NC(C)C(=O)N/N=C/c2cc(Br)ccc2OC)cc1 (stereo unspecified)	12	8	19	15	6	3	-61	1	-7	-13	2
CCCc1noc2c1/C(=N\O)CCC2	-6	-5	3	0	17	-5	8	3	12	2	-5
CN(C)c1nc(=NCc2cccs2)ss1	14	24	-22	5	26	1	-9	1	4	-6	3
CCOC(=O)c1c(C)n(C)c2ccc(O)c(CN3CCN(C)CC3)c12	-16	-7	-1	26	17	-3	3	-8	2	-11	-3
CCC(C)(C)C1CCc2nc3ccccc3c(C(=O)OC(C)C(=O)Nc3c(C)n(C)n(-c4ccccc4)c3=O)c2C1 (stereo unspecified)	-9	-2	29	6	-5	10	10	12	10	11	0
COc1ccccc1C(C#N)N1N=C(C)CC1(C)C (stereo unspecified)	19	-2	-1	-2	5	6	-58	0	-13	-9	-3
COc1ccc(/C=C/C(=O)O/N=C(\N)c2cccnc2)cc1OC	-9	5	-5	-15	-1	-9	-33	-4	-54	-7	-5
C[C@H]1CN=C(N(C)C)N1CCc1ccc(F)cc1	2	10	3	-9	0	0	-5	-5	4	0	-1
CN(C)/C=C/c1c(C#N)c(=O)ncn1Cc1ccccc1	-13	-15	2	-6	16	4	-4	-8	-11	-2	1
CC(=O)Nc1ccc(OCC(=O)N(CC(C)C)C2CCS(=O)(=O)C2)cc1 (stereo unspecified)	7	5	14	-5	1	0	4	2	-3	-4	-3
COc1cc(/C=N/NC(=O)CCN2CCN(C)CC2)cc2c1OCO2	6	13	-11	2	7	-7	-19	-3	1	-9	-2
O=C(C=Cc1ccccc1)c1cc(Br)ccc1O	-10	-16	20	-3	-11	3	-9	4	-19	10	0
Cc1ccc(NC(=O)CN2C(=O)COc3ccc(S(=O)(=O)N4CCCC4)cc32)cc1C	8	1	-15	24	15	-3	-7	-4	-25	-13	1
CCNS(=O)(=O)c1ccc(CCC(=O)N2CCN(Cc3ccccc3)CC2)cc1	23	7	19	8	13	0	-12	2	-6	8	-5
COc1cc(/C=C2\SC(=O)N(CCN)C2=O)ccc1OS(=O)(=O)c1cc(C)ccc1C	-26	17	-28	9	14	-3	3	5	-11	28	2
COc1ccc(Cl)cc1NC(=O)CN1CCCCCC1	-2	-2	5	2	-10	2	11	-6	12	7	4
NC(=O)CCC(NS(=O)(=O)c1ccc(Cl)cc1)C(=O)NCc1ccccc1Cl (stereo unspecified)	16	19	8	3	25	-2	7	6	-14	2	-7
COCCn1cnc2c1c(=O)n(CC(=O)Nc1cc(C)on1)c(=O)n2Cc1ccccc1	-7	8	-8	1	-1	6	3	7	1	-23	-21
COc1ccccc1N(Cc1ccccc1)S(=O)(=O)c1cccc(C(=O)Nc2cc(C)ccn2)c1	0	-22	66*	-170	-174	14	-93	-13	55*	61*	-9
CCOc1ccc(C(=O)COC(=O)Cn2cnc3c2c(=O)n(C)c(=O)n3C)cc1	-8	-4	11	7	16	-1	7	-7	3	-16	-8
COc1ccc(C(=O)OCC(=O)Nc2ccc3c(c2)OCCO3)c(OC)c1	35	3	-3	15	-7	-19	-11	-1	-4	4	-9
CCC(=O)n1nc(-c2ccccc2)nc1SCC(=O)Nc1ccc(C)cc1	-2	8	-6	9	0	-13	-6	-4	-20	-7	4
CCc1ccccc1NC(=S)N(CCCN1CCOCC1)Cc1cccs1	0	14	-30	3	7	1	13	-8	1	11	2
CC(CC(=O)N1CCc2ccccc21)c1ccccc1 (stereo unspecified)	-42	4	0	-54	-32	-16	-23	-11	-31	-10	0
Cc1cc(C)nc(SCc2ccc(C(=O)N/N=C/c3ccncc3)cc2)n1	-11	-5	13	-8	18	5	2	-5	-2	-7	3
CS(=O)(=O)N(CC(=O)NCCC1=CCCCC1)C1CCCCC1	-5	3	-13	11	10	-8	-12	6	-5	-2	-5
Cc1nn(Cc2n[nH]c(=S)n2Cc2ccccc2)c(C)c1Cl	-1	-4	0	0	12	8	-8	-6	8	1	-17
CCCSc1nsc(N)n1	-24	-16	8	-4	-7	-6	16	-16	-10	-15	-9
O=C(COc1ccc2c3c(c(=O)oc2c1)CCC3)N1CCN(c2ccc(F)cc2)CC1	11	-18	-14	18	12	8	-6	-14	-2	-10	0
Cc1ccc(OC(=O)Nc2ccccc2)cc1	-45	-30	-13	-71	-53	-32	-94	-8	-66	21	1
C=CCNc1nc(Nc2ccc(OC)cc2)nc(OCC)n1	-4	-13	16	-13	14	-10	-9	7	-4	-10	-4
COc1ccccc1-c1nnc2n1N=C(C(C)(C)C)CS2	-21	6	12	2	1	10	3	8	4	5	-3
COC(=O)c1cc(NS(=O)(=O)c2cccs2)cc(NS(=O)(=O)c2cccs2)c1	-3	-12	15	0	2	1	-67	-10	-3	-4	-2
CCOC(=O)N1CCN(S(=O)(=O)c2ccc(C(=O)N(CCCN(C)C)c3nc4ccc(Cl)cc4s3)cc2)CC1	-7	6	-27	-6	13	5	-17	-5	-35	14	-10
CC1CCCCC1NC(=O)COC(=O)c1ccccn1 (stereo unspecified)	-32	-4	0	16	21	9	4	6	-2	2	10
CC(C)NC(=S)N/N=C/c1cc(Br)ccc1O	13	24	21	5	6	-10	-14	15	-3	21	21*
COC(=O)Cn1c(C)c(C#N)c2ccccc21	-41	9	1	-22	15	2	-24	-6	13	9	-3
CC1SC(c2ccc(F)cc2)NC1=O (stereo unspecified)	-26	0	-5	0	-4	-3	-6	-11	12	-1	-20
COc1ccc(C2C(C(=O)OCC(=O)Nc3ccc(C)cc3)CCC(=O)N2c2ccc(OC)cc2)cc1 (stereo unspecified)	4	13	-3	9	-6	3	-29	-8	-4	-5	-7
CN(CCc1ccccc1)C(C(=O)Nc1ccc2c(c1)OCCO2)c1ccnc2ccccc12 (stereo unspecified)	10	23	21	-21	-65	.	-47	1	10	22	.
Cc1nn(C)cc1S(=O)(=O)N1CCN(c2ccccc2F)CC1	6	16	2	-1	-1	-2	-6	8	-9	-5	4
Cc1cc[n+](-c2[nH]c(=O)sc2/C=N/N=C(\[O-])c2ccccc2)cc1C	-1	-9	-6	-84	-6	20	-18	-3	-30	3	0
Cc1ccnc(NS(=O)(=O)c2ccc(NC(=O)c3ccc(S(=O)(=O)N4CCOCC4)cc3)cc2)n1	1	6	6	-18	10	-5	5	3	2	-5	5
CS(=O)(=O)N(CC(=O)NCc1ccc2c(c1)OCO2)c1ccc(Cl)cc1	-44	-7	-6	-7	-13	0	-30	-3	-21	-12	6
CCN1CCN(c2ccc(NC(=O)c3cccc4ncccc34)cc2)CC1	1	2	13	35	19	2	10	1	-4	4	0
Cc1ccc(N2C(=O)CSCC2=O)cc1	-5	-10	-3	-6	7	-3	-10	-7	-1	-6	-3
Cc1cccc(Nc2ccccc2)c1	5	9	-28	-6	7	1	-17	-3	-5	-8	-4
CC(=O)Nc1cccc(NC(=O)Nc2ccc(C)c(Cl)c2)c1	8	-36	-8	-24	-18	1	-20	13	-38	21	6
CC[C@@H](C)[C@@H]1CN([C@@H](CN2CCC[C@H]2CN2C(N)=NC[C@H]2C(C)C)C(C)C)C(=N)N1CCc1ccc(Cl)c(Cl)c1	.	.	3	22	-6	-5	1	-4	-2	-24	-2
CCc1nc2ccccc2c(C(=O)OCC(=O)Nc2cccc(S(=O)(=O)N3CCOCC3)c2)c1C	4	65*	97*	10	39	30	7	10	68*	50*	4
NC(=O)C1CCCN(C(=O)c2ccc3oc(Cc4ccc(Cl)cc4)nc3c2)C1 (stereo unspecified)	-19	-11	-11	1	5	1	-22	2	-15	17	-4
CC(=O)c1cnc2c(-c3ccccc3)c(-c3ccccc3)nn2c1C	18	-42	-34	-6	-30	-4	-7	8	0	2	6
Nn1cc(-c2ccccc2)nc1SCC(=O)NC1CCS(=O)(=O)C1 (stereo unspecified)	-55	-20	-4	-2	3	-8	-12	-1	19	-22	5
CC(=O)Nc1cn(-c2ccccc2)nc1-c1ccccc1	5	-5	-1	-8	2	-4	0	-11	5	-2	0
CCn1c(C(C)NC(=O)c2ccccc2C)n[nH]c1=S (stereo unspecified)	-13	9	13	5	7	-9	5	-5	-8	-9	-1
COc1cccc(C(=O)COC(=O)c2cccs2)c1	-72	-18	-23	3	-15	-10	-29	10	-21	-12	0
O=C(NCc1ccc(F)cc1)C(c1ccccc1)N(C(=O)c1csnn1)C1CC1 (stereo unspecified)	-26	9	-8	-7	-14	-1	0	3	-10	2	2
COc1ccccc1NC(=O)C1C2C=CC3(CN(Cc4cccnc4)C(=O)C13)O2 (stereo unspecified)	-36	4	-17	-1	-42	-5	-15	-11	3	1	6
Cc1nn(Cc2ccc(Cl)cc2Cl)c(C)c1NC(=O)C1C2CCC(O2)C1C(=O)O (stereo unspecified)	19	24	3	13	6	19	-4	3	14	12	-1
CN(CC(=O)Nc1ccccc1Br)C(=O)CN1CCN(Cc2ccc(Cl)cc2)CC1	31	-20	0	-19	-17	4	-14	-2	-5	-4	4

Two compounds picked at random from those above, as already listed:
SMILES	NCOA2 inhibitor	NR2F2 inh	TWEAK Fn14 block	NR5A2 inv ag	SRC3 inh	LMP1 NFkB inh	SRC1 inh	NOD2 RIPK2 PPI	TROY NFkB inh	C8 TRAIL sens	TLR9-MyD88 inh
CC[C@@H](C)[C@@H]1CN([C@@H](CN2CCC[C@H]2CN2C(N)=NC[C@H]2C(C)C)C(C)C)C(=N)N1CCc1ccc(Cl)c(Cl)c1	.	.	3	22	-6	-5	1	-4	-2	-24	-2
Cc1nn(Cc2ccc(Cl)cc2Cl)c(C)c1NC(=O)C1C2CCC(O2)C1C(=O)O (stereo unspecified)	19	24	3	13	6	19	-4	3	14	12	-1

(cont.)
SMILES	NCOA2 inhibitor	NR2F2 inh	TWEAK Fn14 block	NR5A2 inv ag	SRC3 inh	LMP1 NFkB inh	SRC1 inh	NOD2 RIPK2 PPI	TROY NFkB inh	C8 TRAIL sens	TLR9-MyD88 inh
Cc1cc2occ(CC(=O)NC3=NCCS3)c2cc1C(C)C	-1	-19	-7	11	-1	-1	11	1	1	4	-7
CCN(C(=O)c1cc2c(s1)-c1ccccc1OC2)c1cc(OC)ccc1OC	-26	-3	-25	10	18	3	-34	-17	-10	19	-1
CC(=O)Nc1ccc(S[C@@H](CCN2CC[C@H](O)CCC2=O)c2ccccc2)cc1	-4	10	1	10	0	-8	0	-2	-10	-12	1
O=C(NC1CCCCC1)c1cccc2c1C(=O)c1ccc(N3CCCC3)cc1S2(=O)=O	-1	-5	-6	5	-15	2	-20	12	-20	14	10
CCc1cc(-c2nc(N)ncc2-c2ccc(Br)cc2)c(O)cc1OC	-15	2	8	13	7	-1	-1	7	16	-11	-8
CSc1ccc(C(=S)N2CCN(C(c3ccccc3)c3ccccc3)CC2)cc1	-5	12	-4	11	7	1	8	10	6	3	8
CC(=O)c1c(O)cc(O)cc1CC(=O)O	-22	0	9	13	27	-28	7	3	-6	4	-2
S=C(N/N=C1\CCc2ccccc21)NC1CCCCC1	3	22	74*	-15	6	-5	-12	6	71*	4	-3
CC1=CC(C)(C)N(C(=O)CSc2nncn2C)c2ccccc21	-20	-13	10	12	-10	-10	-10	0	3	0	-11
CC1CN(CC(=O)Nc2nc(-c3ccc(Cl)cc3)cs2)CC(C)O1 (stereo unspecified)	12	25	8	6	11	-12	13	13	13	6	2

High-throughput results (PubChem BioAssay)

Only part of the results is shown (hit frequency here may not be typical).
